BioA inh = BioA (M. tuberculosis) enzyme inhibition | purified M. tuberculosis BioA enzyme, plate reader | inhibition, % at 9.99 µM | 360,000 compounds, 0.096% hits | AID 602481; in the data active = inhibition above about 40%
* = called active by the depositor.

No.	smiles	BioA inh
1	C[C@@H]1CCCCO[C@@H](CN(C)S(=O)(=O)c2ccc(F)cc2)[C@H](C)CN([C@H](C)CO)C(=O)c2cc(NS(=O)(=O)c3ccc(F)cc3)ccc2O1	-1.1
2	COc1ccc(S(=O)(=O)N(C)C[C@H]2Oc3ccc(NC(=O)c4ccncc4)cc3CC(=O)N([C@H](C)CO)C[C@H]2C)cc1	-1.6
3	C[C@@H]1CN([C@@H](C)CO)C(=O)c2cc(NC(=O)c3ccccc3)ccc2O[C@@H](C)CCCCO[C@@H]1CN(C)Cc1ccc(C(=O)O)cc1	1.3
4	C[C@@H]1CN([C@@H](C)CO)C(=O)c2cc(/C=C/c3ccccc3)cnc2O[C@H]1CN(C)S(=O)(=O)c1ccccc1	-0.1
5	O=C(C[C@@H]1CC[C@@H]2[C@H](COC[C@H](O)CN2S(=O)(=O)c2ccc(Oc3ccccc3)cc2)O1)NC1CCC1	0.7
6	C[C@@H]1CN([C@@H](C)CO)C(=O)Cc2cc(NC(=O)C3CCCCC3)ccc2O[C@@H]1CN(C)Cc1ccc(-c2ccccc2)cc1	-1.8
7	CCCN(C)C[C@@H]1Oc2ncc(-c3ccccc3F)cc2C(=O)N([C@H](C)CO)C[C@@H]1C	0.4
8	COc1ccc(C#Cc2cnc3c(c2)C(=O)N([C@H](C)CO)C[C@H](C)[C@H](CN(C)C(=O)Nc2ccc4c(c2)OCO4)O3)cc1OC	-0.4
9	C[C@@H]1CCCCO[C@H](CN(C)S(=O)(=O)c2ccccc2)[C@H](C)CN([C@H](C)CO)C(=O)c2cc(NC(=O)Cc3ccccc3)ccc2O1	-2.0
10	C[C@H]1CN([C@@H](C)CO)C(=O)CCCn2cc(nn2)CO[C@H]1CN(C)C(=O)Nc1ccc(F)cc1	-0.7
11	CC(C)NC(=O)Nc1ccc2c(c1)C(=O)N([C@@H](C)CO)C[C@H](C)[C@@H](CN(C)C(=O)Nc1ccccc1)O2	0.3
12	Cc1ccccc1S(=O)(=O)N1CC[C@@H]2[C@H]1c1cc(Br)ccc1N(C)[C@H]2CO	-0.7
13	CNC[C@H]1Oc2ccc(NC(=O)Cn3cnnn3)cc2CC(=O)N([C@H](C)CO)C[C@@H]1C	2.8
14	CO[C@@H]1CN(C)C(=O)c2cc(NS(=O)(=O)CC(F)(F)F)ccc2OC[C@@H](C)N(CC2CCCCC2)C[C@H]1C	1.4
15	C[C@@H]1CN([C@H](C)CO)C(=O)c2cccc(NC(=O)NC3CCCCC3)c2O[C@H]1CN(C)S(=O)(=O)c1cn(C)cn1	-0.1
16	C[C@@H]1CN([C@H](C)CO)C(=O)c2cc(NC(=O)CCC(F)(F)F)ccc2O[C@H]1CN(C)Cc1ccc(Cl)c(Cl)c1	-1.0
17	Cc1noc(C)c1NC(=O)NCC[C@H]1CC[C@@H](NC(=O)c2ccncc2)[C@H](CO)O1	-2.7
18	O=C(C[C@H]1CC[C@H]2[C@@H](COC[C@@H](O)CN2S(=O)(=O)c2ccccc2Cl)O1)NCc1ccccc1Cl	1.8
19	CC(C)NC(=O)NCC[C@H]1CC[C@H](NC(=O)Nc2ccccc2)[C@H](CO)O1	1.1
20	CCS(=O)(=O)Nc1ccc2c(c1)C(=O)N(C)C[C@@H](OC)[C@H](C)CN(C(=O)NC(C)C)[C@@H](C)CO2	-3.8
21	C[C@@H]1CN([C@H](C)CO)C(=O)c2cc(/C=C/c3ccccc3)cnc2O[C@@H]1CN(C)Cc1ccncc1	0.1
22	CO[C@H]1CN(C)C(=O)c2cc(C#N)ccc2OC[C@H]2O[C@@H](CC[C@H]2OC)CCN(C)C(=O)[C@H]1C	-1.4
23	CCC(=O)Nc1ccc2c(c1)C(=O)N(C)[C@H]1CC[C@H](CC(=O)NCCOC)O[C@H]1CO2	-1.4
24	O=C(C[C@H]1C[C@H]2c3cc(NC(=O)Cc4ccncc4)ccc3O[C@H]2[C@H](CO)O1)NCCN1CCCCC1	0.0
25	C[C@H](CO)N1C[C@H](C)[C@@H](CN(C)S(=O)(=O)c2cccc(F)c2)Oc2ncc(C#CC3(O)CCCC3)cc2C1=O	-1.0
26	Cc1noc(C)c1S(=O)(=O)Nc1ccc2c(c1)C(=O)N([C@H](C)CO)C[C@H](C)[C@H](CN(C)C(=O)NC(C)C)O2	-0.7
27	CO[C@@H]1CN(C)C(=O)c2cc(NC(=O)NC(C)C)ccc2OC[C@H](C)N(C(=O)NC(C)C)C[C@@H]1C	-2.0
28	CS(=O)(=O)Nc1ccc2c(c1)[C@H]1C[C@@H](CC(=O)NCc3ccccn3)O[C@H](CO)[C@H]1O2	0.7
29	C/C=C/c1ccc([C@@H]2[C@@H](CO)N(C(C)=O)[C@@H]2CN(C)S(C)(=O)=O)cc1	-2.6
30	CC(C)NC(=O)N1CCCCN2[C@H](CO)[C@@H](c3ccc(C#C[C@@H](C)O)cc3)[C@@H]2C1	-1.3
31	COCC(=O)N(C)C[C@H]1Oc2ncc(C#CCC3CCCC3)cc2C(=O)N([C@H](C)CO)C[C@@H]1C	4.1
32	C[C@@H]1CN([C@@H](C)CO)S(=O)(=O)c2ccc(-c3ccc(C(=O)N(C)C)cc3)cc2O[C@H]1CN(C)C(=O)C1CCC1	6.1
33	O=C(Cc1ccccn1)N1CCCCN2[C@H](C1)[C@@H](c1ccc(-c3ccccc3)cc1)[C@@H]2CO	0.3
34	C[C@H](CO)N1C[C@H](C)[C@@H](CN(C)Cc2cncnc2)Oc2cc(C3=CCCC3)ccc2S1(=O)=O	2.5
35	C/C=C/c1ccc2c(c1)O[C@H](CN(C)C(=O)NC1CCCC1)[C@H](C)CN([C@@H](C)CO)S2(=O)=O	9.5
36	C[C@H](CO)N1C[C@H](C)[C@H](CN(C)Cc2ccccc2)Oc2ncc(C#Cc3ccccn3)cc2C1=O	-3.3
37	C[C@H]1CCCCO[C@H](CN(C)S(=O)(=O)c2cccs2)[C@@H](C)CN([C@@H](C)CO)C(=O)c2cc(NC(=O)c3ccccc3)ccc2O1	-4.0
38	C[C@H]1CN([C@@H](C)CO)C(=O)Cc2cc(NC(=O)C3CC3)ccc2O[C@H]1CN(C)Cc1ccc(-c2ccccc2)cc1	-0.6
39	C[C@@H]1CN([C@H](C)CO)S(=O)(=O)c2ccc(C3=CCCC3)cc2O[C@H]1CN(C)C(=O)CC1CC1	13
40	COc1ccccc1-c1cnc2c(c1)C(=O)N([C@H](C)CO)C[C@H](C)[C@@H](CN(C)Cc1ccc(F)cc1)O2	2.7
41	C[C@H]1CN([C@@H](C)CO)S(=O)(=O)c2ccc(-c3cncnc3)cc2O[C@@H]1CN(C)Cc1ccccc1	1.1
42	C[C@H](CO)N1C[C@H](C)[C@@H](CN(C)C(=O)Nc2ccc(C(F)(F)F)cc2)OCCCC[C@H](C)Oc2ccc(NC(=O)Nc3ccccc3)cc2C1=O	-1.4
43	COc1ccc(C#Cc2ccc3c(c2)[C@@H]2[C@@H](CCN2C(=O)c2cnccn2)[C@@H](CO)N3)cc1	2.7
44	O=C(N[C@@H]1CC[C@@H](CCNC(=O)c2ccccc2F)O[C@@H]1CO)c1ccc2c(c1)OCO2	-3.4
45	Cc1noc(C)c1S(=O)(=O)N(C)C[C@H]1OCCCC[C@H](C)Oc2ccc(NC(=O)Nc3ccc(C(F)(F)F)cc3)cc2C(=O)N([C@@H](C)CO)C[C@@H]1C	-4.2
46	CN(C)CC(=O)N[C@@H]1CC[C@@H](CCn2cc(C3CCCC3)nn2)O[C@@H]1CO	-0.8
47	O=C(Nc1cc(F)ccc1F)N1CCCCN2[C@H](C1)[C@H](c1ccc(-c3ccncc3)cc1)[C@@H]2CO	-2.0
48	CCCC#Cc1ccc2c(c1)O[C@@H](CN(C)C(=O)C1CCC1)[C@H](C)CN([C@H](C)CO)S2(=O)=O	2.5
49	COc1ccc(C#Cc2ccc([C@H]3[C@H](CO)N4CCCCN(C(=O)Cc5ccccc5)C[C@@H]34)cc2)cc1	-0.9
50	CC(C)NC(=O)N(C)C[C@@H]1Oc2c(NC(=O)Nc3ccc(C(F)(F)F)cc3)cccc2C(=O)N([C@H](C)CO)C[C@@H]1C	-1.1
51	Cc1ccc(S(=O)(=O)N(C)C[C@@H]2OCCCC[C@@H](C)Oc3ccc(NC(=O)NC4CCCCC4)cc3C(=O)N([C@@H](C)CO)C[C@@H]2C)cc1	-0.7
52	CCC(=O)N(C)C[C@@H]1Oc2cc(/C=C/c3ccccc3)ccc2S(=O)(=O)N([C@@H](C)CO)C[C@H]1C	0.8
53	CCCC(=O)Nc1ccc2c(c1)C(=O)N(C)C[C@@H](OC)[C@H](C)CN(C(=O)c1cccnc1)[C@@H](C)CO2	5.2
54	C[C@H]1CN([C@@H](C)CO)C(=O)c2cccc(NC(=O)c3nc4ccccc4s3)c2O[C@H]1CN(C)Cc1ccc(-c2ccccc2)cc1	7.6
55	CO[C@H]1CN(C)C(=O)c2cc(NC(=O)c3nc4ccccc4s3)ccc2OC[C@H](C)N(Cc2cccnc2)C[C@@H]1C	0.6
56	C[C@@H]1CCCCO[C@@H](CN(C)CC2CCCCC2)[C@H](C)CN([C@H](C)CO)C(=O)c2cc(NC(=O)Nc3ccccc3)ccc2O1	1.8
57	CC(C)NC(=O)Nc1ccc2c(c1)C(=O)N([C@@H](C)CO)C[C@@H](C)[C@@H](CN(C)C)OCCCC[C@@H](C)O2	-1.4
58	C[C@H]1CN([C@@H](C)CO)C(=O)Cc2cc(NC(=O)C3CC3)ccc2O[C@H]1CN(C)Cc1ccc(Cl)c(Cl)c1	-2.6
59	COc1ccccc1CNC(=O)C[C@@H]1C[C@@H]2c3cc(NC(=O)Nc4ccccc4F)ccc3O[C@@H]2[C@H](CO)O1	0.0
60	C[C@@H]1CCCCO[C@@H](CN(C)C(=O)c2ccncc2)[C@H](C)CN([C@@H](C)CO)C(=O)c2cc(N(C)C)ccc2O1	0.6

Four of these compounds, set out differently.
#55 CO[C@H]1CN(C)C(=O)c2cc(NC(=O)c3nc4ccccc4s3)ccc2OC[C@H](C)N(Cc2cccnc2)C[C@@H]1C
  BioA inh: 0.6

#56 C[C@@H]1CCCCO[C@@H](CN(C)CC2CCCCC2)[C@H](C)CN([C@H](C)CO)C(=O)c2cc(NC(=O)Nc3ccccc3)ccc2O1
  BioA inh: 1.8

#57 CC(C)NC(=O)Nc1ccc2c(c1)C(=O)N([C@@H](C)CO)C[C@@H](C)[C@@H](CN(C)C)OCCCC[C@@H](C)O2
  BioA inh: -1.4

#58 C[C@H]1CN([C@@H](C)CO)C(=O)Cc2cc(NC(=O)C3CC3)ccc2O[C@H]1CN(C)Cc1ccc(Cl)c(Cl)c1
  BioA inh: -2.6

The list goes on:
No.	smiles	BioA inh
61	Cc1noc(C)c1NC(=O)Nc1cccc2c1O[C@H](CN(C)Cc1ccc(C(F)(F)F)cc1)[C@@H](C)CN([C@@H](C)CO)C2=O	2.5
62	COc1cccc(C(=O)Nc2ccc3c(c2)C(=O)N(C)[C@@H]2CC[C@@H](CC(=O)NCc4ccccc4F)O[C@@H]2CO3)c1	-0.5
63	C[C@H]1CN([C@@H](C)CO)C(=O)c2cc(NS(=O)(=O)c3ccccc3)ccc2O[C@H]1CN(C)C(=O)Nc1cccc2ccccc12	1.6
64	COc1ccc(NC(=O)N(C)C[C@@H]2Oc3ccc(NC(=O)CCCN(C)C)cc3C(=O)N([C@@H](C)CO)C[C@@H]2C)cc1	-0.9
65	COc1cccc(NC(=O)N[C@@H]2CC[C@@H](CC(=O)N3CCOCC3)O[C@@H]2CO)c1	0.3
66	COc1cccc(S(=O)(=O)N[C@H]2C=C[C@@H](CC(=O)NCc3ccc(Cl)cc3)O[C@@H]2CO)c1	-2.0
67	C[C@@H]1CN([C@@H](C)CO)C(=O)c2cc(NC(=O)CCN3CCOCC3)ccc2O[C@H]1CN(C)S(=O)(=O)c1ccc(F)cc1	-1.2
68	O=C(NC1CCC1)[C@H]1[C@H](CO)[C@H]2Cn3c(ccc(-c4ccncc4)c3=O)[C@@H]1N2Cc1cocn1	-1.2
69	CC(=O)N1[C@@H]2CN(S(=O)(=O)c3cccc(C)c3)c3ccccc3[C@@H]2[C@@H]1CO	-2.5
70	CCCC(=O)Nc1ccc2c(c1)C(=O)N(C)C[C@@H](OC)[C@@H](C)CN(Cc1ccccc1F)[C@@H](C)CO2	-1.3
71	COc1ccc(NC(=O)N(C)C[C@H]2Oc3ccc(NC(=O)Cn4cnnn4)cc3CC(=O)N([C@@H](C)CO)C[C@@H]2C)cc1	0.5
72	CN(C)Cc1cn(CC[C@@H]2CC[C@@H](NS(=O)(=O)c3ccc(-c4ccccc4)cc3)[C@H](CO)O2)nn1	3.5
73	CNC[C@H]1Oc2cc(C#C[C@H](C)O)ccc2S(=O)(=O)N([C@H](C)CO)C[C@@H]1C	1.8
74	C[C@@H]1CN([C@H](C)CO)C(=O)c2cc(-c3cccc(F)c3)cnc2O[C@H]1CN(C)S(C)(=O)=O	5.3
75	C[C@H](CO)N1C[C@H](C)[C@H](CN(C)Cc2ccc(C(=O)O)cc2)Oc2c(NC(=O)C3CCOCC3)cccc2C1=O	1.4

2 entries drawn at random from the list so far:
No.	smiles	BioA inh
65	COc1cccc(NC(=O)N[C@@H]2CC[C@@H](CC(=O)N3CCOCC3)O[C@@H]2CO)c1	0.3
62	COc1cccc(C(=O)Nc2ccc3c(c2)C(=O)N(C)[C@@H]2CC[C@@H](CC(=O)NCc4ccccc4F)O[C@@H]2CO3)c1	-0.5

The results go on:
No.	smiles	BioA inh
76	CCCNC(=O)N(C)C[C@@H]1Oc2ncc(C#C[C@@H](C)O)cc2C(=O)N([C@H](C)CO)C[C@@H]1C	-1.2
77	C[C@@H](O)C#Cc1ccc2c(c1)O[C@H](CN(C)C(=O)Cc1ccccn1)[C@@H](C)CN([C@@H](C)CO)S2(=O)=O	-1.5
78	C[C@H](CO)N1C[C@H](C)[C@H](CN(C)C(=O)Cc2ccccc2)OCCCC[C@H](C)Oc2ccc(NS(=O)(=O)c3cccs3)cc2C1=O	0.7
79	C[C@H]1CN([C@@H](C)CO)C(=O)Cc2cc(NC(=O)Nc3ccc(C(F)(F)F)cc3)ccc2O[C@H]1CN(C)Cc1ccc(C(=O)O)cc1	-0.6
80	O=C(C[C@H]1CC[C@@H](NC(=O)CN2CCOCC2)[C@H](CO)O1)NCc1cccc(F)c1	-0.6

Bioassay records from PubChem BioAssay.

The list is partial; count on the stated rates, not on these rows.
